# Assay outcomes as filed in PubChem.
# KDM5B inh: KDM5B demethylase inhibition | Q9UGL1 | KDM5B demethylase, FDH-coupled NADH fluorescence (FDH is formaldehyde dehydrogenase) | Potency, µM (doses to about 57.7 µM), inactives show at the highest dose activity change, negative = inhibition, most hits filed as inhibitors | hit rate 2.6% among 220,000 | AID 1347165; active = well fitted inhibition curve with a large enough effect; inconclusive = small, poorly fitted or top-dose-only effect; inactive = no such curve, though single readings can be large or run the other way; note: 0% is about no effect; nearly all actives have a fitted effect of over 70% in size
# Target sequence (Q9UGL1 whole entry, looked up): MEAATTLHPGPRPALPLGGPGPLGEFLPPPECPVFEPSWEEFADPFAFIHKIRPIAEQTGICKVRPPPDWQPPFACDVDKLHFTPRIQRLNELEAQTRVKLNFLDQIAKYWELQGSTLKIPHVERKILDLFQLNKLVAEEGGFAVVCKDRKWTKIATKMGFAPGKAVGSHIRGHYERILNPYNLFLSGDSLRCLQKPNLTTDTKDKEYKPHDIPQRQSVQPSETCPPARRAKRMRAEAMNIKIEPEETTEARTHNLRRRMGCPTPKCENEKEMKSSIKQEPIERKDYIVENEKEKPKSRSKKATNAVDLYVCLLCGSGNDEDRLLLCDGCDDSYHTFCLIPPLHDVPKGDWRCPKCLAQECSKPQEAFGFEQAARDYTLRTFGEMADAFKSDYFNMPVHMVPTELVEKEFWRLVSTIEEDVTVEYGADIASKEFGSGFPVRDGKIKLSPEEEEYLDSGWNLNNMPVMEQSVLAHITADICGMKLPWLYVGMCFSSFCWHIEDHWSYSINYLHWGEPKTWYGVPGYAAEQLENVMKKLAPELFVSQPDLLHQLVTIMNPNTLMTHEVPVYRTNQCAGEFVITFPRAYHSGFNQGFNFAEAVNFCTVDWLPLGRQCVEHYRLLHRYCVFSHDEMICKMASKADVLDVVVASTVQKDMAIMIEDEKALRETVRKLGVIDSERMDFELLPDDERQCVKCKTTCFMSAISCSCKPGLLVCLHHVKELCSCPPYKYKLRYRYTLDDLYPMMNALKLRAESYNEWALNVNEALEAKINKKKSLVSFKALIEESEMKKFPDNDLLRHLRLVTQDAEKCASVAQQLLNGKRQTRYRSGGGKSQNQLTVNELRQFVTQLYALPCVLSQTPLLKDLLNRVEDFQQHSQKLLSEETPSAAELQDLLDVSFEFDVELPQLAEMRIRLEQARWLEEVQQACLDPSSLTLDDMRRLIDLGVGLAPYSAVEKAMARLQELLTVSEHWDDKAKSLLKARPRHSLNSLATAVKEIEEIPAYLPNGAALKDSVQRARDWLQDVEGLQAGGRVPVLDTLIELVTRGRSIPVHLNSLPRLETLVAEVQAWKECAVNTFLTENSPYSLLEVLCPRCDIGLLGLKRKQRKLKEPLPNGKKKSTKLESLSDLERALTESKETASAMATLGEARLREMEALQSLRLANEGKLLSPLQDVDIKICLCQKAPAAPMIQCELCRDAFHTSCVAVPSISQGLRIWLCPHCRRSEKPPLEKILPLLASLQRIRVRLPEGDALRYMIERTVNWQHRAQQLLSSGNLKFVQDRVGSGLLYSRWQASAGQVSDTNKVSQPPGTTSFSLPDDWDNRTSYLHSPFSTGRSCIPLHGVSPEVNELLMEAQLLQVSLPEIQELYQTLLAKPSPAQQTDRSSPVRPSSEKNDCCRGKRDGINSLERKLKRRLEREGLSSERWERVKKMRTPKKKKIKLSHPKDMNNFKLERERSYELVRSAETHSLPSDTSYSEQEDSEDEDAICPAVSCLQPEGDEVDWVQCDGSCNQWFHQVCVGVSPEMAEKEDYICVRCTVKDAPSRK
#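 qHTS format, multiple compound concentrations. Buffer 50 mM HEPES pH 7.5/0.01% Tween-20; 200 nM KDM5BΔAP final; 10 min compound preincubation; substrate-mix levels 12.5 µM peptide, 25 µM α-KG, 0.25 mM NAD⁺; 30 min RT; ΔRFU.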
# Starred values were filed as active, the others as inactive; ? = inconclusive; & = joins results of further samples; [ ] = dose if it differs, or a comment. Potency is the fitted concentration of half-maximal effect. An excerpt. The share of hits here may be higher or lower than overall.
SMILES	KDM5B inh
Cc1nn2c(c1-c1ccccc1OCc1ccccc1)N(Cc1cccc(O)c1)CCC2	?
COc1ccccc1N1CCN(C(=O)c2c(OC)cc(=O)n3c2CCCC3)CC1	-18.5%
COc1ccc(-c2noc(-c3cccn3CC(=O)Nc3cc(Cl)c(OC)cc3OC)n2)cc1F	-11.6%
Cc1nc2nc(CN)nn2c(C)c1CCC(=O)NC1CCCCC1	-10.8%
CCc1ccc(-n2nc3ccc(NC(=O)c4cc(Cl)c(OC)c(Cl)c4)cc3n2)cc1	-13.3%
CN1CCCC2(Cc3ccccc3CN([S+](C)(=O)[O-])C2)C1 (centres undefined)	16.2%[149 µM]
Cc1nn(CC(=O)Nc2nc3c(C)cccc3s2)c(=O)c2ccccc12	-15.5%
COc1ccccc1CNC(=O)c1ccccc1C(F)(F)F	14.2%
COc1ccc(/C=N/OCc2ccc(Cl)c(Cl)c2)c(OC)c1	-20.3%
CCN(CC)S(=O)(=O)c1ccc2c(c1)c(=O)c(C(=O)NCc1ccccc1)cn2C	-21.7%

# Entries above that contain an aryl methoxy group (5):
SMILES	KDM5B inh
COc1ccccc1N1CCN(C(=O)c2c(OC)cc(=O)n3c2CCCC3)CC1	-18.5%
COc1ccc(-c2noc(-c3cccn3CC(=O)Nc3cc(Cl)c(OC)cc3OC)n2)cc1F	-11.6%
CCc1ccc(-n2nc3ccc(NC(=O)c4cc(Cl)c(OC)c(Cl)c4)cc3n2)cc1	-13.3%
COc1ccccc1CNC(=O)c1ccccc1C(F)(F)F	14.2%
COc1ccc(/C=N/OCc2ccc(Cl)c(Cl)c2)c(OC)c1	-20.3%

# Next part
SMILES	KDM5B inh
CN1C(=O)CC[C@]2(C(=O)N3CCN(c4ccc(F)cc4)CC3)CCCC[C@@H]12	9.7%
COc1ccc(-n2nc3n(c2=O)CCN(C(=O)c2ccc4c(c2)OCO4)C3)cc1	19.0%[115 µM]
Cc1nc2ccccc2c(-c2ccccc2)c1C(=O)/C=C/c1ccccc1	-11.0%
Cc1cccc(CNC(=O)Cn2ccc3cc(S(=O)(=O)N4CCC(C)CC4)ccc32)c1	?
CCOC(=O)N1CCC(NS(=O)(=O)c2ccc(C#N)cc2)CC1	3.2%
COCCNC(=O)c1cnn(-c2ccc(C)cc2C)c1C1CCN(C(=O)OC(C)(C)C)CC1	1.3%
CCc1noc(-c2cn(C3CCN(C(=O)Cc4cccc(OC)c4)CC3)nn2)n1	0.4%
CC(C)(C)NC(=O)CC1(C(=O)NCc2ccccc2)CCCC1	6.8%
NS(=O)(=O)c1ccc(N/N=C/C2CCCCC2)c([N+](=O)[O-])c1	14.9%
COc1ccc(C2CC(=O)c3cc(-c4nc(-c5ccc(Cl)cc5)cs4)c(=O)[nH]c3C2)cc1OC (centres undefined)	?

# Part of the list above, with values ahead of the structure:
KDM5B inh | Structure
14.2% | COc1ccccc1CNC(=O)c1ccccc1C(F)(F)F
0.4% | CCc1noc(-c2cn(C3CCN(C(=O)Cc4cccc(OC)c4)CC3)nn2)n1
? | COc1ccc(C2CC(=O)c3cc(-c4nc(-c5ccc(Cl)cc5)cs4)c(=O)[nH]c3C2)cc1OC (centres undefined)

# Later entries
SMILES	KDM5B inh
O=C(Cn1nc2n(c1=O)CCN(Cc1cccc(Cl)c1)C2=O)NC1CCCC1	7.0%
Cc1cc(C(=O)OCC(=O)NC2CCCCCCC2)c2ccccc2n1	1.3%
C=CCC1(CC=C)CCCCN1	-19.7%
COc1ccc2[nH]cc(CCNC(=O)C3N(C(C)C)C(=O)C34CCCC4)c2c1 (centres undefined)	4.3%
Cc1ccc(C)c(N(C)C(=O)C2CCN(S(=O)(=O)c3cccc4nsnc34)CC2)c1	-24.1%
CN1Cc2cccn2CC1CNC(=O)c1ccccc1F (centres undefined)	?
CCCCCCCCN1c2ccccc2S(=O)c2ccccc21	11.1%
Cc1cccc(OCC2(CNC(=O)C3CCOCC3)C[C@@H](O)[C@@H](O)C2)n1 (some centres undefined)	?
Cc1cccc(C(=O)n2nc(C)c(S(=O)(=O)N3CCOCC3)c2C)c1	-17.9%
CC(CO)Nc1nc2c(c(=O)n(Cc3ccccc3Cl)c(=O)n2C)n1C (centres undefined)	-7.8%
O=C(CSC12CC3CC(CC(C3)C1)C2)NC1CCCN(c2ncccn2)C1 (centres undefined)	394.1%[activator]
CSc1ccc(/C=C/C(=O)OCC(=O)NCC2CCCO2)cc1 (centres undefined)	?
CC(C)=CC1C(C(=O)Nc2ccccc2OC(F)(F)F)C1(C)C (centres undefined)	-0.3%
CCCCn1c(C2CC(=O)N(c3ccc(OCC)cc3)C2)nc2ccccc21 (centres undefined)	20.0%
COC(=O)C1CN(Cc2ccccc2)CCS(=O)(=O)N1Cc1cn(Cc2ccc(Cl)cc2)nn1 (centres undefined)	-10.6%
O=C(Nc1ccc(Cl)cc1)C1CCN(S(=O)(=O)c2ccc(Br)s2)CC1	5.5%
COC[C@@H]1CN(Cc2ccc(F)c(OC)c2)C[C@H]1C(=O)N(C)C	9.3%
COc1ccc(S(=O)(=O)N2CCOCC2)cc1NC(=O)c1ccc(OCC(C)C)c(OC)c1	-5.0%
CSCc1cccc(C(=O)N(CC2CCOC2)C2CC2)c1 (centres undefined)	26.2%
O=C(c1cccc2[nH]ccc12)N1CCC(n2cc(-c3nc(-c4ccccc4)no3)nn2)C1 (centres undefined)	25.1µM*
CS/C(N)=N/N=C/c1cc(Br)cc(Br)c1O	-21.1%
COc1ccc(CN2CC(Oc3ccc4c(c3)OCO4)C2)cc1	3.5%[149 µM]
O=c1oc2ccc(F)cc2cc1S(=O)(=O)N1CCCCCC1	8.9%
O=C(C1=NOC2CN(C(=O)C3CC3)CC12)N1CCCC1 (centres undefined)	10.8%[149 µM]
COc1ccc(C(=O)NCc2nnc(SCC(=O)Nc3ccc(F)cc3)n2-c2ccccc2)cc1	2.1%
Cn1ncc(N2CCC(NC(=O)c3cnccn3)CC2)cc1=O	-34.3%
CCN1CCN(C(c2ccccc2F)c2c(O)cc(C)n(CCOC)c2=O)CC1 (centres undefined)	-16.9%
CCOC(=O)c1cccc(NC(=O)c2ccc3nc(C(C)C)oc3c2)c1	?
Cc1ccc(CN2CCC(Cc3nc(-c4cccnc4)n[nH]3)C2)cc1C (centres undefined)	24.4%
CCCCNC(=O)c1cc2n(n1)CC(c1ccc(Cl)cc1)OC2 (centres undefined)	-14.4%
CC[N+](C)(CC)CCC/C(=N/O)C(O)(c1ccccc1)c1ccccc1	1.5%
O=C(O)C(O)c1ccc(F)cc1 (centres undefined)	-14.8%
CCCC1c2nccn2CCCN1C(=O)c1ccc(OC)nc1 (centres undefined)	11.3%
Cc1cccc(-c2ncc(CN(CCC(N)=O)Cc3ccccc3)cn2)c1	-24.9%
O=c1/c(=C/c2ccccc2)sc2nnc(-c3cccs3)n12	-11.9%
C#CCNC[C@@H]1C=C(C)[C@H](Cc2nnc(Cc3c[nH]c4ccccc34)o2)C[C@H]1C(C)C	3.8%[86.2 µM]
CCCCCCCCS(=O)(=O)CCCCO	23.4%
CCn1nccc1C(=O)N1CCC2(CC1)C(OC)C(=O)N2CC1CC1 (centres undefined)	4.0%
Cc1ccc(-n2nc(C)c3c(C(=O)NCCc4ccccc4)cc(C)nc32)cc1	?
CCC(C(=O)N1CCc2nc(NC)nc(C(=O)N3CCCC3)c2C1)n1cccn1 (centres undefined)	?
COc1ccc(C(=O)N(C)CC23CC4CC(CC(C4)C2)C3)c(O)c1	19.5%
CCC(C)(C)C1CCc2c(sc(NC(=O)c3ccccc3C)c2C#N)C1 (centres undefined)	-8.9%
O=C(CCC(F)(F)F)N1CCCC(CCc2c(F)cccc2F)C1 (centres undefined)	7.3%
CN(C)c1ccc(C=NCCC2(c3ccccc3)CCOC(C)(C)C2)cc1 (centres undefined)	-15.6%
COc1cccc(CNC(=O)c2cc(-c3ccc(Cl)s3)nc3ccccc23)c1	?
O=C(NCc1cccc(Cl)c1)c1noc(-c2ccc3c(c2)OCO3)n1	28.2µM*
CN(Cc1ccsc1)C(=O)CCc1cccs1	16.2%
Cc1ccc(N(CCCC(=O)Nc2ccccc2Br)S(C)(=O)=O)cc1	-4.4%
COc1cccc(Nc2nc3cc(Cl)c(Cl)cc3nc2-n2nc(C)cc2C)c1	-18.2%
O=C(O)C1=NOC2CN(Cc3ccc(F)c(F)c3F)CC12 (centres undefined)	-21.5%[149 µM]

# Going on with the list:
SMILES	KDM5B inh
COC(=O)Nc1cc(C(=O)OC)ccc1C(=O)OC	18.3%
COc1ccc(CNC(=O)C[C@@H]2O[C@H](CNC(=O)c3ccc(C)cc3)[C@@H](O)[C@H]2O)cc1	9.6%[86.2 µM]
CN(CC(=O)Nc1cccc(F)c1)C(=O)CCc1ncc(-c2ccc(F)cc2)o1	-16.0%
CCNC(=O)N1CCC(CCOC)(NC(=O)c2cccs2)CC1	20.1%
Cc1cc(NC(=O)C(C)SCC(=O)Nc2ccc(SC(F)F)cc2)no1 (centres undefined)	12.5%
COc1ccccc1-c1nnc2n1C(C(=O)N1CCCC1)CC2 (centres undefined)	11.6%[149 µM]
COCc1noc([C@@H]2CN(C(=O)CCc3c[nH]c4ccccc34)C[C@H]2C(N)=O)n1	5.2%
CN1CC(=O)N(c2ccccc2)Cc2c1ncnc2N1CCc2ccccc2C1	25.1µM*
O=c1[nH]cccc1-c1nc2ccccc2n1Cc1ccccc1F	?
Cc1cccc(OCC(=O)N(C)C2CCc3nn(CC4CC4)c(=O)n3CC2)c1 (centres undefined)	7.0%
CCN(CC)CC[C@H]1CN(C(=O)c2ccc(F)cc2)CC[C@H]1CC(=O)O	-16.1%[86.2 µM]
O=[N+]([O-])c1ccc(N(CC2CO2)S(=O)(=O)c2ccccc2)cc1 (centres undefined)	-14.0%
O=C(NCCc1ccccc1)N1CCCC(c2nc(CCOCC3CC3)no2)C1 (centres undefined)	19.1%
COc1ccccc1CNC(=O)Nn1cnc2ccccc21	-11.9%
CCC(=O)N(C1CCOCC1)C1CCN(Cc2ccc[nH]2)CC1	?
CC(NC(=O)C1CC(c2ccccc2)CN(C(=O)c2ccc(F)cc2)C1)c1ccccc1 (centres undefined)	-4.2%
Cc1cc(C(=O)NCC(F)(F)F)c2c(C3CCCNC3)noc2n1 (centres undefined)	-0.9%[149 µM]
CC(C)CN1C(=O)CO[C@H](c2ccc(NC(=O)c3cccc(C#N)c3)cc2)[C@H]1CO	7.7%[86.2 µM]
Cc1ccc2nc(-c3ccc(F)cc3)nc(SCC(=O)NCC3CCCO3)c2c1 (centres undefined)	7.4%
CC(C)c1ccc[n+](-c2nc([O-])sc2C=O)c1	13.9%
COc1cccc2cc(-c3csc(-c4ccccc4)n3)c(=O)oc12	-2.5%
CCOC(=O)c1ccc(NC(=O)Cn2c(N3CCCCC3)nc(C)c(C)c2=O)cc1	10.0%
CC(C)CCN1CCCC2(CC(c3cccc(C(F)(F)F)c3)=NO2)C1 (centres undefined)	-23.5%
CCNc1c(NS(=O)(=O)c2ccc(Cl)s2)c(=O)oc2ccccc12	-3.0%
CC(NC(=O)c1cc(Sc2ccc(F)cc2F)nc2ccccc12)c1ccccc1 (centres undefined)	?
COc1cc(OC)c(NC(=O)n2ncc3cc(Cl)ccc32)cc1Cl	-5.0%
COc1ccc(-n2nc(C(=O)Nc3ccc(Cl)cn3)c3c4ccccc4n(C)c3c2=O)cc1	1.5%
CCOc1ccc2oc(=O)cc(CN3CCN(Cc4ccc(C)cc4)CC3)c2c1	-0.6%&-21.5%
Cc1cc(S(=O)(=O)NCCc2noc(-c3ccccc3)n2)ccc1Cl	16.6%
COc1ccc(C(=O)N[C@@H]2C=C[C@@H](c3c(C)nn(-c4ccc(C(F)(F)F)cc4)c3C)C2)cc1	-24.0%
COc1ccc(Oc2ccc(CNc3ncccn3)cn2)cc1	-19.6%
COc1ccc(/C=C/C(=O)Nc2ccc3nc(N4CCC(C)CC4)cc(C)c3c2)cc1	?
COc1ccc2c(CCNC(=O)c3ccccc3F)c[nH]c2c1	-1.0%
Cc1ccc(CNC(=O)C(C)C2CCOCC2)cc1C (centres undefined)	-32.0%
CCN(C(=O)CCNC(=O)Cn1cnc2ccccc2c1=O)c1cccc(Cl)c1	14.2%
OCC1(CCOc2ccccc2)CCNCC1	-0.9%
CCCOC(=O)c1c(-c2ccccc2)c(-c2ccccc2)nn(C)c1=O	20.7%
COCC(=O)N1CCCN(S(=O)(=O)c2ccccc2)CCC(=O)NCC1	-6.5%
Cc1c(C(=O)c2ccc[nH]2)oc2ccc(Br)cc12	48.1%[activator]
COc1cc(NC(=O)c2ccc(-n3cnc4cccnc43)cc2)cc(OC)c1	?
CCOC(=O)c1sc(NC(=O)c2ccc(F)c(S(=O)(=O)N3CCCCC3)c2)cc1C	?
CN(C(=O)COC(=O)c1c[nH]c2ccccc12)c1ccccc1	18.4%
O=C(Nc1cccc(C(F)(F)F)c1)O[C@@H]1CO[C@H]2[C@@H]1OC[C@@H]2NC(=S)NC1CCCCC1	-20.0%
CCc1ccc(NCc2cc3cc4c(cc3n(CC(=O)Nc3ccccc3OC)c2=O)OCCO4)cc1	?
Cc1cc(C(=O)N2CCCn3ccnc3C2c2cnn(C)c2)n(C)n1 (centres undefined)	-8.2%
Cc1cccc(C(=O)NC(Nc2ccc(C)cc2C)C(Cl)(Cl)Cl)c1 (centres undefined)	-20.1%
Fc1cc(Br)ccc1OCc1cc(-c2ccccc2)on1	-13.8%
